ERp5 block: inhibitors of ERp5-driven insulin aggregation, primary screen, biochemical, turbidity, absorbance 650 nm, single point; AID 651711, 2012; inhibition, % at 9.99 µM; Protein disulfide-isomerase A6 (Homo sapiens), Q15084; 90 min; hit rate 0.05% among 350,000;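 active means mean replicate inhibition above about 25%, with every replicate also reaching it, limit read from the data, passing the limit was not always enough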
Target sequence (Q15084 whole entry, looked up): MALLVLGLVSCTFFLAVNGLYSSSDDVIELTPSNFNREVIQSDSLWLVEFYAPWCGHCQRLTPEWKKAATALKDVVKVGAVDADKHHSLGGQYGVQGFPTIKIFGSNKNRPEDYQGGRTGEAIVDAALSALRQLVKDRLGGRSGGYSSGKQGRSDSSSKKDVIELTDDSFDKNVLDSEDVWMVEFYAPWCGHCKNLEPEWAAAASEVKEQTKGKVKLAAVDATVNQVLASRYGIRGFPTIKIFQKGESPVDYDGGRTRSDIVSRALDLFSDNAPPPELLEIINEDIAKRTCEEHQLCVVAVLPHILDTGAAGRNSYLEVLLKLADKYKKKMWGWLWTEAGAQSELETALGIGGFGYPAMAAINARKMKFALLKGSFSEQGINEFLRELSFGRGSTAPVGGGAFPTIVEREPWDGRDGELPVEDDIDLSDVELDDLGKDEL
Statin myotox sup: suppressors of statin myotoxicity in C2C12 myotubes, primary screen, cell-based, single point, plate reader | C2C12 myotubes + simvastatin, ATP luminescence, 48 h; scaled: DMSO 0, geranylgeraniol control 100 | rescue of ATP level, % at 7.49 µM | hit rate 0.78% among 330,000;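 active means mean ATP rescue above about 67%, or every replicate alone reaching that limit, limit read from the data, passing the limit was not always enough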;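 further: myotubes were challenged with 10 µM simvastatin during compound exposure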
ARNT TACC3 PPI: disruptors of ARNT/TACC3 protein interaction, primary screen, biochemical, AlphaScreen, single concentration. Transforming acidic coiled-coil-containing protein 3 (Homo sapiens), Q9Y6A5. AlphaScreen His-ARNT PAS-B/GST-TACC3 binding, luminescence; TACC3 fragment carries E629A point mutation. inhibition, % at 9.99 µM. hit rate 0.66% among 390,000;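 active means mean inhibition of replicates at least 50% and at least half of replicates each reaching 50%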;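 further: 0% = complete ARNT plus TACC3 wells and 100% = ARNT alone without TACC3; many hits fall short of the cut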
Cneo AK release: Cryptococcus neoformans cell lysis inducers, primary screen, AK release luminescence, single concentration. lysis activity, % at 15 µM. hit rate 0.2% among 360,000. AID 651654, 2012. C. neoformans lysis, adenylate kinase release luminescence, 4 h; normalised: neutral wells 0, clomiphene wells 100;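 active means mean lysis activity across replicates of at least 80%, whatever share of replicates individually reach that level; inactive means mean lysis activity below 80%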
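Assay system: log-phase C. neoformans yeast / Quantity: yeast cell density of 5 × 10^6 cells/mL / Medium: fresh YPD growth medium / Compound: single dose / Timing: static 4 h at 37 °C with compound, 1 h detection / Measured by: adenylate kinase release luminescence / Read-out: lysis from increased AK signal / Benchmarks: Clomiphene as positive lysis control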
miR122 inh: miR-122 Renilla sensor signal increase in Huh7, primary screen, miR-122 inhibitor project, cell-based, single point, plate reader; Huh7 miR-122 Renilla luciferase sensor, 48 h; neutral wells = 0, positive control = 100; activation (reporter increase), % at 12.5 µM; hit rate 0.3% among 340,000;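 active means mean replicate activation score at least 90 and every replicate individually at or above 90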;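 further: higher luciferase means less miR-122 activity so hits act as miR-122 inhibitors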
SIRT5 inh: SIRT5 desuccinylase inhibitors, primary screen, biochemical, fluorescence imaging, single point, set 5; AID 652115, 2013; hit rate 1.1% among 330,000; inhibition, % at 15 µM; Purified SirT5, succinyl-peptide AMC, trypsin-coupled fluorescence; in the data active means inhibition above about 15%
Target sequence (Q9NXA8 whole entry, looked up): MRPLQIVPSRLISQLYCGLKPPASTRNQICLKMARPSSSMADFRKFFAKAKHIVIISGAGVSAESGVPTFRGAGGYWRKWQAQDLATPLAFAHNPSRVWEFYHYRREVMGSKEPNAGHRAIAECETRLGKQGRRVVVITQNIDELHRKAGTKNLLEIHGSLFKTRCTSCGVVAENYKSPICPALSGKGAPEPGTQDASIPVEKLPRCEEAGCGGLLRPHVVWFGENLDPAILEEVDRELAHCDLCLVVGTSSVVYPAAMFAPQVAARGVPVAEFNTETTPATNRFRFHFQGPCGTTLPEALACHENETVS
esBAF inh: Bmi1 luciferase reporter increase in mESCs, primary screen, esBAF inhibitor project, mouse ES cells, Bmi1 luciferase knock-in, single point; 24 h; 100% = twice the neutral-well signal; reporter increase, % at 12.5 µM; hit rate 2% among 350,000; AID 602393, 2012; in the data active means activation above about 40%;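 further: 0% = median of the plate's neutral control wells and 100% = double that signal; a rise in the Bmi1 reporter signal indicates esBAF inhibition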
* = called active by the depositor; x = no result given; & = joins results of further samples; [ ] = remark or other dose.

Second line of a record – ERp5 block	Statin myotox sup	ARNT TACC3 PPI	Cneo AK release	miR122 inh	SIRT5 inh	esBAF inh
- C[C@H]1CN([C@@H](C)CO)C(=O)c2cc(NC(=O)NC3CCCCC3)ccc2O[C@H]1CN(C)C(=O)Nc1ccccc1
→ 9	19	-4	-5	5[16.7 µM]	x	5
- Cc1ccc(S(=O)(=O)c2c(C)cc(C)[nH]c2=O)c(C)c1
→ 5	4	-5	-5	7	0	-2
- CC(=O)Nc1ccc(S(=O)(=O)N(Cc2ccccc2)c2ccccc2F)cc1
→ -4	-1	-5	x	11	-3	-6
- NC(=O)C1(N2CCCC2)CCN(Cc2ccccc2)CC1
→ 3	-4	-7	0	-7	4	-4
- Nc1ccn(CC(=O)N[C@H](CO)Cc2c[nH]c3ccccc23)c(=O)n1
→ -3	124*	-3	-1	5	-7	-3
- Cc1cc2c(c(=O)o1)C(c1ccc([N+](=O)[O-])o1)C(C#N)=C(N)O2 (stereo not drawn)
→ 3	x	12	5	-4	1	x
- O=C1NC2=C(C(=O)CCC2)C(c2ccc(OC(F)F)cc2)N1 (stereo not drawn)
→ 0	-4	-1	2	x	-1	-1
- C/C=C/c1ccc([C@@H]2[C@@H](CN(C)C(C)=O)N(C(=O)NC(C)C)[C@H]2CO)cc1
→ x	-3	-18	0	36[16.7 µM]	x	1
- CCCN1CCc2c(sc(NC(=O)c3ccc(S(=O)(=O)N(C)c4ccccc4)cc3)c2C(N)=O)C1
→ 2	-6	x	1	-6	3	4
- CC1(C(=O)NS(=O)(=O)c2cccc(Cl)c2)CCN1C(=O)C/C=C/c1ccccc1 (stereo not drawn)
→ -3	2	x	0	0	-2	1
- CCN1C(=O)c2ccc(C(=O)Nc3cccc(C(=O)O)c3)cc2C1=O
→ -5	0	-3	x	x	-4	-13
- CCC(=O)N1[C@H](CO)[C@@H](c2ccccc2)[C@H]1CN(C(C)C)S(C)(=O)=O
→ 5	6	-4	-3	0[16.7 µM]	2	3
- Cc1cccc(COCCN2CCN(S(=O)(=O)c3ccccc3)CCC2=O)c1
→ 0	-1	9	0	6	-2	-5
- COc1cccc(C(=O)Nc2ccc3c(c2)C(=O)N(C)C[C@@H](OC)[C@H](C)CN(C(=O)C2CCC2)[C@H](C)CO3)c1
→ -4	-14	0	5	x	0	6
- O=C(CSc1ccccn1)N/N=C/c1cccc([N+](=O)[O-])c1
→ 3	8	-5	1	1	2	4
- CC(=O)Nc1nonc1-c1nc2ccccc2n1N(C(C)=O)C(C)=O
→ x	-9	-1	0	8	x	-6
- CC(NCc1ccccc1O)C12CC3CC(CC(C3)C1)C2 (stereo not drawn)
→ -4	-18	-1	-3	-1	-2	-10
- O=[N+]([O-])c1cccc2c(S(=O)(=O)N3CCCCC3)cccc12
→ 1	-11	13	-4	x	-3	-3
- CC(O)(c1cccc(F)c1)c1nc(-c2ccc3c(c2)OCO3)cs1 (stereo not drawn)
→ 0	10	x	-4	-2	0	-6
- O=[N+]([O-])c1ccccc1S(=O)(=O)NCc1cccnc1
→ -15	x	-4	x	x	-1	x

Remaining list, next part.
Second line of a record – ERp5 block	Statin myotox sup	ARNT TACC3 PPI	Cneo AK release	miR122 inh	SIRT5 inh	esBAF inh
- C[C@@H]1CN([C@H](C)CO)C(=O)c2cccc(NC(=O)c3ccc(-c4nccs4)cc3)c2O[C@@H]1CN(C)S(C)(=O)=O
→ 4	x	-1	1	2[16.7 µM]	-3	5
- O=C(Nc1nc(-c2ccc(S(=O)(=O)N3CCCC3)cc2)cs1)c1cccs1
→ x	-7	8	3	-18	x	25
- Cc1cc(/C=C(\C#N)C(=O)Nc2ccccc2)c(C)n1-c1ccc(C(=O)O)cc1
→ -1	-5	5	-4	3	6	2
- C[C@@H](O)C#Cc1ccc2c(c1)O[C@@H](CN(C)C(=O)C1CCCCC1)[C@@H](C)CN([C@@H](C)CO)S2(=O)=O
→ 9	10	12	-1	0[16.7 µM]	1	2
- Cc1ccc(CNc2nc3ccccc3n3cnnc23)cc1
→ 2	10	0	0	0	1	-3
- CC(C)NC(=O)Nc1ccc2c(c1)C(=O)N([C@@H](C)CO)C[C@@H](C)[C@@H](CN(C)S(C)(=O)=O)O2
→ 2	1	2	3	-1[16.7 µM]	-3	-6
- Cc1[nH]c2c(Cl)cccc2c(=O)c1CN1CCCCCC1
→ -2	-3	5	-1	-6	0	-1
- CC(C)C#Cc1cnc2c(c1)C(=O)N([C@@H](C)CO)C[C@@H](C)[C@@H](CN(C)C(=O)c1ccccc1F)O2
→ -9	6	-3	0	-7[16.7 µM]	-6	-5
- C[C@H]1CCCCO[C@@H](CN(C)Cc2ccncc2)[C@@H](C)CN([C@@H](C)CO)C(=O)c2cc(NC(=O)Nc3ccc(F)cc3)ccc2O1
→ x	-11	-2	3	-8[16.7 µM]	x	-2
- O=C(COC(=O)c1cccnc1Cl)NCCc1ccc(F)cc1
→ -2	-6	0	-1	-10	-2	-5
- C[C@@H]1CN([C@H](C)CO)C(=O)Cc2cc(NC(=O)Cc3cn(C)c4ccccc34)ccc2O[C@H]1CN(C)Cc1ccc(C(=O)O)cc1
→ -1	-27	-7	4	-7[16.7 µM]	-2	-3
- CC(C)=CCC/C(C)=C/CNC(=O)C[C@H]1C[C@H](C(=O)N2CCOCC2)[C@@]2(C)c3[nH]c4cc(-c5ccco5)ccc4c3CCN2C1=O
→ x	-3	2	1	-13	x	13
- C(/C=C/c1ccco1)=N/N1CCN(c2ccccc2)CC1
→ x	2	10	-2	11	x	25
- O=C(NCc1ccc(F)cc1)[C@@H]1[C@@H](CO)[C@@H]2Cn3c(ccc(C4=CCCCC4)c3=O)[C@H]1N2
→ 0	21	-3	-1	x	-7	-4
- CN(CC(=O)OCC(=O)NC1CCCC1)S(=O)(=O)c1ccc(Cl)cc1
→ 10	4	x	0	3	-1	-6
- COCCn1c(SCC(=O)N2CCN(c3ccccc3)CC2)nc2c(c1=O)SC(C)C2 (stereo not drawn)
→ 0	-4	6	1	x	0	-7
- O=S(=O)(c1ccccc1)N1CCN(c2cc(-c3ccccc3)nc3ncnn23)CC1
→ x	-7	1	-1	-4	x	1
- CSc1ccc(-c2c(C#N)c(N)nc3c2CCCC3)cc1
→ x	x	4	8	-5	x	-8
- O=C(CSc1cn(Cc2ccccc2)c2ccccc12)Nc1nccs1
→ -10	-1	-3	4	9	-10	73*
- O=C(OCCCOC(=O)c1cc[n+]([O-])cc1)c1cc[n+]([O-])cc1
→ 6	1	x	-3	-8	1	2

Three entries from above, arranged by their value in ARNT TACC3 PPI, descending.
compound | ERp5 block | ARNT TACC3 PPI | miR122 inh | SIRT5 inh | esBAF inh
Cc1cc(/C=C(\C#N)C(=O)Nc2ccccc2)c(C)n1-c1ccc(C(=O)O)cc1 | -1 | 5 | 3 | 6 | 2
O=C(COC(=O)c1cccnc1Cl)NCCc1ccc(F)cc1 | -2 | 0 | -10 | -2 | -5
O=C(NCc1ccc(F)cc1)[C@@H]1[C@@H](CO)[C@@H]2Cn3c(ccc(C4=CCCCC4)c3=O)[C@H]1N2 | 0 | -3 | x | -7 | -4

Next section
Second line of a record – ERp5 block	Statin myotox sup	ARNT TACC3 PPI	Cneo AK release	miR122 inh	SIRT5 inh	esBAF inh
- CCc1ccc(OCCCCN(C)Cc2ccccc2)cc1
→ -2	-1	17	0	8	-3	-3
- CC(C)C(c1nnnn1C1CCCCC1)N1CCCc2ccccc21 (stereo not drawn)
→ x	-7	2	4	-1	x	4
- C[C@H]1CN([C@@H](C)CO)C(=O)Cc2cc(NC(=O)CCN3CCOCC3)ccc2O[C@H]1CN(C)C(=O)Nc1ccc2c(c1)OCO2
→ 2	-12	34	5	2[16.7 µM]	-2	-4
- COc1ccc(CC(=O)NCc2ccco2)cc1OC
→ 0	-1	-8	0	-4	-2	0
- O=C1c2ccccc2NC(c2ccccc2)N1Cc1ccccc1 (stereo not drawn)
→ x	x	-5	1	-1	-6	x
- CSc1ccccc1NC(=O)c1cc(S(=O)(=O)N(C)C)ccc1N1CCCC1
→ -9	x	3	1	2	2	x
- Cc1nn(-c2ccccc2)c(C)c1NC(=O)Cc1cccs1
→ 0	-4	-5	0	-1	x	4
- O=C(Nc1nc2c(s1)CCCC2)c1ccc(N2C(=O)CCC2=O)cc1
→ -4	-5	2	-2	x	-1	44*
- CCOC(=O)C1=CCN(S(=O)(=O)c2cccc(Cl)c2)C1c1ccc(Br)cc1 (stereo not drawn)
→ 0	11	x	-3	-3	-1	-2
- C[C@H](CO)N1C[C@H](C)[C@@H](CN(C)C(=O)Nc2ccccc2F)Oc2ncc(Br)cc2C1=O
→ -6&1	7&15	-1	-1&2	5	1&3	-1&5
- CC(C)NC(=O)Nc1ccc2c(c1)CC(=O)N([C@H](C)CO)C[C@H](C)[C@H](CN(C)C)O2
→ -1	-2	-9	54	-4[16.7 µM]	0	-2
- CCc1ccc(C(O)(C(C)C)C(CN2CCOCC2)c2ccccc2)cc1 (stereo not drawn)
→ -7	11	-1	0	-6	4	2
- CC(=O)Nc1ccc(N(C(=O)CNC(=O)c2ccco2)C(C(=O)NCc2ccco2)c2ccccc2)cc1 (stereo not drawn)
→ -1	4	-4	0	-13	0	-1
- O=C(NCCNCc1cccc(Cl)c1)c1ccco1
→ -3	12	1	-3	-1	4	3
- Cc1cc([N+](=O)[O-])c(NC2CCCCC2)c([N+](=O)[O-])c1
→ x	-19	11	0	7	x	0
- CCOC(=O)N1CCN(C(=O)NC2CCCCC2)CC1
→ x	3	3	-3	-8	x	-4
- Cc1ccc(C)c(OCCOCCN2CCOCC2)c1
→ x	18	1	-1	-4	x	-6
- O=C(CN1CCOCC1)NCC[C@@H]1CC[C@@H](NC(=O)Nc2ccc(Cl)cc2)[C@@H](CO)O1
→ 0	-5	x	-1	x	5	-1
- Cc1ccc(-c2nnc(C)c(N3CC(C)OC(C)C3)n2)cc1 (stereo not drawn)
→ x	-12	-3	1	3	x	3
- Cc1ccc(N2CC(C(=O)Nc3ccccc3C(=O)NC3CCCCC3)CC2=O)cc1C (stereo not drawn)
→ x	1	-1	-1	-4	x	-1

More records.
Second line of a record – ERp5 block	Statin myotox sup	ARNT TACC3 PPI	Cneo AK release	miR122 inh	SIRT5 inh	esBAF inh
- CN(Cc1ccccc1)C(=O)COC(=O)CCC(=O)c1ccc(Cl)cc1
→ 0	2	-2	0	-7	x	5
- CN(C)CC(=O)N[C@@H]1CC[C@H](CC(=O)NCc2ccc(Cl)cc2)O[C@@H]1CO
→ -6	2	-8	-2	x	1	0
- O=C(c1ccc(F)cc1)N(c1ccccn1)C1CCCCC1
→ 0	-4	-14	1	-1	-3	-1
- Cc1ccccc1NC(=O)CCNS(=O)(=O)c1ccc2[nH]c(=O)oc2c1
→ 4	51	-3	1	1	-1	0
- O=C(NCc1ccncc1)c1ccc(Cn2cc(C(F)(F)F)ccc2=O)cc1
→ 3	10	-2	2	14	-3	-2
- CCCC12CN3CC(C)(CN(C1)C3c1ccc3c(c1)OCO3)C2=O (stereo not drawn)
→ x	x	0	0	-4	x	4
- CN1C(N)=NC(=O)/C1=C/c1ccc(F)cc1
→ -1	x	x	1	2	0	x
- O=C(CCN1C(=O)/C(=C/c2ccc3c(c2)OCO3)SC1=S)NNC(=O)c1cccnc1
→ 2	x	13	x	x	-1	x
- COCC(=O)N1CC[C@@H]2[C@@H](CO)N(C)c3ccc(-c4cccc(F)c4)cc3[C@@H]21
→ 5	-8	-10	-1	5[16.7 µM]	-8	-8
- CO[C@H]1CN(C)C(=O)c2cc(NC(=O)Nc3ccccc3F)ccc2OC[C@H](C)N(Cc2ccccc2C(=O)O)C[C@@H]1C
→ 5	3	-2	1	x	x	2
- CCOC(=O)C=Nc1c(N)n(C)c(=O)n(C)c1=O
→ x	x	-2	1	-1	x	x
- Cc1cc(C(=O)COC(=O)c2ccc(O)cc2O)c(C)n1-c1ccc(OC(F)F)cc1
→ -5	21	-5	-1	-4	-2	x
